RXFP1 antagonist – RXFP1 (human) relaxin receptor antagonism; Q9HBX9; hit rate 0.59% among 350,000; activity change, negative = inhibition, % at 57.5 µM; HEK293-RXFP1, relaxin-stimulated cAMP HTRF, 30 min; stronger effect = lower value; AID 1259400;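 active means activity change of -60% or lower, but not beyond a set lower limit; inconclusive means change between -60% and -40%, or beyond the set limit; inactive means change above -40%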; further: on the % scale 0 is the no-effect control and ±100 the full control effect
BLM helicase inh – inhibitors of human Bloom syndrome helicase BLM; P54132; recombinant BLM DNA unwinding, fluorescence dequenching; Potency, µM (highest dose often 56.1 µM), without a hit: at the highest dose activity change, negative = inhibition, hits mostly inhibitors; hit rate 0.2% among 350,000; AID 2528;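 further: potency means the concentration at half of the fitted maximal effect; plate controls were vehicle for no effect and no enzyme for full effect; nearly all actives have a fitted effect of over 35% in size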
POLH inh – DNA polymerase eta (human) inhibition; hit rate 1.2% among 390,000; AID 588591; Q9Y253; recombinant Pol eta, fluorescent DNA replication assay; Potency, µM (titrated, usually from 114 µM), without a hit: at the top dose activity change, negative = inhibition, actives largely listed as inhibitors; further: potency means the concentration at half of the fitted maximal effect; on the % scale 0 is the no-effect control and ±100 the full control effect
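Pol eta (10 nM) was preincubated with compounds for 15 min at room temperature, after which fluorescent replication substrate (50 nM final) was added to start the reaction. Fluorescence was read kinetically at 0 and 10 min.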
Pol kappa inh – blocks human DNA polymerase kappa activity. Q9UBT6. purified Pol kappa, fluorescent DNA synthesis assay, 10 min. Potency, µM (top dose mostly 107 µM), inactives show at the top dose activity, negative = inhibition, most hits filed as inhibitors. hit rate 0.53% among 400,000. AID 588579; further: potency means the concentration at half of the fitted maximal effect; on the % scale 0 is the no-effect control and ±100 the full control effect
Target sequence (Q9UBT6 whole entry, looked up): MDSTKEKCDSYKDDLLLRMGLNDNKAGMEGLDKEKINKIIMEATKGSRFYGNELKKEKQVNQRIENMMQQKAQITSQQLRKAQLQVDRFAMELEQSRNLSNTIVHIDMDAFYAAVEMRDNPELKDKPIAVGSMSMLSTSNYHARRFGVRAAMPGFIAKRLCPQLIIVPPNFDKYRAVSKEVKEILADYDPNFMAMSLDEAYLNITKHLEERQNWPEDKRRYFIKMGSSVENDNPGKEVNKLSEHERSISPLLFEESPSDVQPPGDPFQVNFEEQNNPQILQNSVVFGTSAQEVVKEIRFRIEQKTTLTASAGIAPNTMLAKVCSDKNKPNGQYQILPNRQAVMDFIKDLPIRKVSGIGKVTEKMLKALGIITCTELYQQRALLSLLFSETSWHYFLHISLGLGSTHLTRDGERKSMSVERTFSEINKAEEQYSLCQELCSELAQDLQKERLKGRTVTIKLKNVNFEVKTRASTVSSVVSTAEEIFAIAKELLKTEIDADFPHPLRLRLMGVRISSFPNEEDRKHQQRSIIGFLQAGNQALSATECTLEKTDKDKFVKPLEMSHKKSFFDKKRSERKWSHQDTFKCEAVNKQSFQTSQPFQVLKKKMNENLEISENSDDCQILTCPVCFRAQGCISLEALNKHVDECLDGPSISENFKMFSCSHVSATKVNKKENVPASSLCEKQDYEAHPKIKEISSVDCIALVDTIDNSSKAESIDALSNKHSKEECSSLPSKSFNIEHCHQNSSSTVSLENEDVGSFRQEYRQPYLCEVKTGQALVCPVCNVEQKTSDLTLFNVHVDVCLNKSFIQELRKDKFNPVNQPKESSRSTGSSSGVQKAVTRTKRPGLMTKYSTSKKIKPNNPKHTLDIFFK
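Kinetic fluorescence readout at 0 and 10 min followed reaction start with substrate at 50 nM final. Beforehand, enzyme (10 nM Pol kappa) stood 15 min with compound at room temperature; buffer-only wells were negative controls.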
Pol iota inh – DNA polymerase iota (human) inhibition | Pol iota fluorescent replication assay, 10 min | Potency, µM (highest dose often 115 µM), for the others: top-dose activity, negative = inhibition, usual class: inhibitors | hit rate 1% among 390,000; further: potency means the concentration at half of the fitted maximal effect
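Fluorescent replication assay read twice, at 0 min and 10 min after adding 50 nM (final) substrate. Enzyme (10 nM) and compounds were first incubated 15 min at room temperature; enzyme-free buffer wells were negative controls.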
POLB inh – DNA polymerase beta (human) inhibition. P06746. Pol beta primer extension/strand displacement, fluorescence kinetic. Potency, µM (titrated, usually from 114 µM), for inactives: at the top dose activity change, negative = inhibition, most hits filed as inhibitors. hit rate 1.3% among 340,000. AID 485314; further: potency means the concentration at half of the fitted maximal effect; on the % scale 0 is the no-effect control and ±100 the full control effect
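Curves were derived by four-parameter Hill fits of normalized qHTS data. The kinetic fluorescent primer-extension read was taken at 0 and 10 min after 50 nM substrate, following a 15 min room-temperature preincubation of 10 nM enzyme with compounds.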
APEX1 inh – inhibitors of human APE1 endonuclease. P27695. recombinant APE1, TAMRA/BHQ-2 abasic DNA cleavage fluorescence. Potency, µM (doses to about 65.8 µM), inactives show at the top dose activity change, negative = inhibition, most hits filed as inhibitors. hit rate 0.35% among 350,000. AID 2517;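 further: potency means the concentration at half of the fitted maximal effect; plate controls were vehicle for no effect and reference inhibitor for full effect; nearly all actives have a fitted effect of over 55% in size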
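Enzyme (0.75 nM final) and test compound are incubated 15 min at room temperature before adding 50 nM quenched THF abasic-site duplex. Cleavage dequenches TAMRA, followed at 525/598 nm over three reads one minute apart.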
Tb PGK inh – T. brucei PGK inhibition; P07378; PGK/GAPDH coupled, Kinase-Glo luminescence, 60 min; Potency, µM (series often up to 57.5 µM), for the others: at the highest dose activity change, negative = inhibition, actives largely listed as inhibitors; hit rate 0.043% among 380,000; AID 602233; further: potency means the concentration at half of the fitted maximal effect; on the % scale 0 is the no-effect control and ±100 the full control effect; nearly all actives have a fitted effect of over 60% in size
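Recombinant glycosomal PGK reaction used 1,3-bisphosphoglycerate generated in-well by GAPDH (100nM final) in 100mM TEA pH 7.6, 5mM MgCl2, 0.01% Tween-20. After 60 minutes at room temperature, ATP was read by Kinase-Glo Plus luminescence end-point.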
Apoferritin bind – candidate novel general anesthetic via apoferritin binding; hit rate 0.074% among 350,000; apoferritin/1-aminoanthracene competitive binding, fluorescence; P02791; Potency, µM (doses to about 77.5 µM), inactives show at the highest dose activity change, negative = displacement, hits mostly inhibitors; AID 485281; further: potency means the concentration at half of the fitted maximal effect; on the % scale 0 is the no-effect control and ±100 the full control effect; nearly all actives have a fitted effect of over 20% in size
Target sequence (P02791 2-175 limits assumed): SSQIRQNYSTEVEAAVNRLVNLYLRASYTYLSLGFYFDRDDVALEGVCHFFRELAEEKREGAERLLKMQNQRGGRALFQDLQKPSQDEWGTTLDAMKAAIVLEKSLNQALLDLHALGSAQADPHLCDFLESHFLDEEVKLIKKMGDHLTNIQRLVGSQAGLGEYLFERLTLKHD
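In PBS, apoferritin at 10 uM is loaded with 1-AMA from a 50% saturated solution. After 10 min of compound exposure at ambient temperature, reduced 535 nm fluorescence indicates probe displacement.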
* hit, by the source's call; i = inactive; u = inconclusive; x = no result given; & = joins results of further samples; [ ] = dose if it differs, or a comment. Unless noted, the call rests on the fitted dose curve; in most records, active means well fitted curve in the direction sought with a large enough effect; inconclusive means small, poorly fitted or top-dose-only effect, or another doubt; inactive means no such curve, though single readings can be large; an effect the other way counts as inactive or inconclusive.

SMILES	RXFP1 antagonist	BLM helicase inh	POLH inh	Pol kappa inh	Pol iota inh	POLB inh	APEX1 inh	Tb PGK inh	Apoferritin bind
Cc1cc2nn(-c3ccc(Cl)cc3)nc2cc1NC(=O)C(C)C	x	-4.8%	-0.6%	-19.0%	-5.6%	-16.1%	x	5.9%	6.7%
Cc1cc(C)c(C)c(S(=O)(=O)N2CCN(c3ncnc4ccccc34)CC2)c1C	-18.6	x	-13.5%	2.0%	-25.9%	x	45.8%[activator]	i	x
CO/N=C/c1c(-c2ccc(Cl)cc2)nc2cc(C)ccn12	-17.3	-16.9%	-2.6%	-16.0%	u	u	-10.3%	0.3%	57.4%[activator]
CCCN1C(=O)/C(=C/c2ccc(C)o2)SC1=Nc1ccc(OC)cc1	-17.6	-6.1%	-11.1%	-18.3%	-0.4%	-10.8%	-6.3%	0.1%	-18.7%
O=C(NC(=S)Nc1cccnc1)c1cccc(Br)c1	-21.7	-4.0%	-17.1%	-5.7%	48.8%[activator]	22.7%	56.1%[activator]	i	-5.3%
CCOC(=O)C1(Cc2ccc(OC)cc2)CCN(C(=O)CN2CCCCC2=O)CC1	-13.5	-1.5%	-1.1%	-10.4%	17.4%	-3.2%	12.2%	-1.6%	-13.4%
O=C(O)C1CCCCC1C(=O)Nc1ccc2c(c1)OCCO2 (stereo not drawn)	-0.7	-0.8%	5.5%	10.0%	139.9%[activator]	26.7%	7.1%	-5.0%	-21.4%
Cc1cc(NC(=O)CSCC(=O)Nc2nc3ccccc3[nH]2)no1	-1.2	x	u	-4.5%	54.8%[activator]	x	3.1%	3.2%	x
COCCOC(=O)/C(C#N)=C/c1cn(Cc2ccccc2)nc1-c1cccnc1	-7.5	-2.1%	-3.8%	-4.7%	89.2%[activator]	0.0%	-0.4%	8.3%	-16.6%
CCOC(=O)C1(CC)NC(c2ccc(OC)cc2OC)C2C(=O)N(C)C(=O)C21 (stereo not drawn)	1.9	-6.7%	-6.4%	-5.8%	-15.8%	14.6%	2.6%	-4.5%	-2.9%
CCC1Oc2ccc(C)cc2N(CC(=O)NCCCN2CCCC2)C1=O (stereo not drawn)	20.4	-7.0%	-3.6%	-7.0%	11.1%	40.8%	-12.4%	-1.6%	-0.2%
COC(=O)c1ccc(-c2nc(CN3CCN(Cc4cccc(C)c4)CC3)c(C)o2)cc1	-3.1	2.8%	-15.4%	-3.1%	13.1%	-0.9%	1.3%	i	-7.7%
CCOC(=O)C1=C(CN2CCN(c3ccc(F)cc3)CC2)NC(=O)NC1c1cccs1 (stereo not drawn)	-19.0	-6.7%	-13.6%	-3.5%	8.3%	-2.7%	-1.0%	22.5%	-13.7%
CCOC(=O)C1=C(N)N2C(=O)C(C)SC2=C(C(=O)OC)C1c1ccccc1OC (stereo not drawn)	-1.9	-6.5%	-15.5%	-14.9%	0.8%	u	-3.1%	-0.1%	-2.4%
Cc1c(C(=O)C(=O)N2CCCc3ccccc32)c2ccccc2n1C	4.2	6.9%	-16.8%	-7.4%	45.8%[activator]	13.2%	3.3%	-6.7%	-14.2%
CCOC(=O)c1ccccc1NC(=O)NCc1cccn1Cc1ccc(F)cc1	-15.9	-0.9%	-11.5%	-3.6%	26.2%	8.6%	x	-5.6%	-16.2%
COc1ccccc1-c1cc(C(=O)NCCc2ccccc2)no1	-12.5&-13.8	-8.9%&-6.0%	-15.4%&-8.4%	-20.7%&-7.9%	10.6%&-3.6%	1.4%&3.7%	14.8%	-11.6%&0.3%	u
C=CCNC(=S)NC(CC(=O)OC)c1ccc2c(c1)OCO2 (stereo not drawn)	7.7	-0.5%	-23.3%	-0.1%	56.7%[activator]	-0.9%	-5.6%	3.9%	-3.4%
O=c1c(=O)n(-c2ccc(F)c(F)c2)ccn1Cc1ccc(F)cc1Cl	10.4	-10.2%	2.7%	1.3%	3.2%	-19.1%	x	i	3.3%
COc1ccc(NC(=O)c2ccc3c(c2)CCN3S(=O)(=O)c2ccccc2)c(OC)c1	1.0	-4.7%	-7.3%	-27.4%	-8.2%	3.5%	-5.8%	-2.2%	3.4%
COc1ccc2oc(C)c(C(N)=O)c2c1	8.4	-6.3%	-6.7%	-1.7%	0.7%	u	-2.7%	-0.6%	-4.0%
COc1ccc(C(=S)N2CCN(c3cccc(Cl)c3)CC2)cc1	-16.9	-5.8%&-11.0%	-5.1%	-8.6%	67.6%[activator]	26.3%&-11.2%	-11.9%&-9.6%	-6.8%	-10.2%&-17.3%
COc1ccc(C(=S)Nc2ccc(N(C)C)cc2)cc1	-5.9	0.1%	-12.8%	-5.2%	5.5%	34.2%	13.7%	-7.7%	-13.0%
O=C(Nc1ccccc1N1CCOCC1)c1cccc2c(Br)cccc12	-2.5	-7.0%	-13.7%	0.5%	-14.2%	-1.1%	6.0%	x	7.7%
CCCCCC(=O)N1CC2(CC(c3cccc(NC(=O)CC(c4ccccc4)c4ccccc4)c3)=NO2)C[C@@H]1C(N)=O (stereo partly drawn)	x	-17.1%	-8.7%	-6.1%	u	5.1%	-4.1%	-3.6%	-10.6%
CCn1c(C)c(C)c2cc(C(=O)NCCCN3CCCCC3C)ccc21 (stereo not drawn)	3.3&-8.7	-13.9%&-12.0%	-5.9%&-15.0%	7.9%&-18.3%	19.5%&25.2%	24.8%&-1.9%	-15.3%	-2.5%&-2.2%	-2.3%&-5.2%
Cc1ccc(NS(=O)(=O)c2cc(C(=O)Nc3cccnc3)ccc2C)cc1	-6.8	1.3%	-9.2%	-9.9%	-15.0%	-0.4%	-32.7%	-3.5%	-9.2%
O=C(O)C1CC1C(=O)Nc1nc2c(Cl)cccc2s1 (stereo not drawn)	8.9	1.6%	-17.7%	-1.0%	-3.9%	-24.3%	-5.8%	x	6.6%
O=C(c1ccc(Cl)c(S(=O)(=O)N2CCCCCC2)c1)N1CCCCC1	9.8	-3.0%	-16.1%	4.9%	9.8%	-16.5%	54.2%	-2.9%	-9.4%
CCC(=O)N1c2ccc(S(=O)(=O)N3CCC(C)CC3)cc2CC1C (stereo not drawn)	x	0.3%	-10.5%	-7.3%	52.3%[activator]	4.7%	x	-6.3%	-11.7%
COc1cccc(C(=O)Nc2ccc(-c3cn4cccnc4n3)cc2)c1OC	x	-0.1%	-9.1%	-1.8%	19.1%	u	x	i	667.5%[activator]
N#CCSc1ncccc1-c1nc2ccccc2[nH]1	-14.1	0.5%	-2.2%	-3.9%	7.3%	-23.6%	8.7%	-8.1%	-7.0%
COC(=O)CCC(=O)N(CCN(C(=O)CCC(=O)OC)c1ccccc1)c1ccccc1	-3.2	0.7%	-1.4%	-6.2%	5.6%	-0.7%	-7.6%	i	-1.9%
COc1ccc(C(=O)N(CC(=O)Nc2sc(C)c(C)c2C(N)=O)C2CCCC2)cc1	4.9	-1.2%	u	-1.1%	154.0%[activator]	44.6%	-17.0%	-15.6%	-1.4%
O=C1c2ccccc2C(=O)N1CSc1nnnn1-c1ccccc1	22.9	0.9%	-7.0%	-9.6%	11.1%	2.0%	-2.0%	-5.9%	-4.4%
CC(C)CN(C(=O)CSc1ccc2c(c1)OCCO2)c1c(N)n(CC(C)C)c(=O)[nH]c1=O	-1.3	x	-4.6%	-4.9%	21.0%	x	12.3%	0.0%	x
Cn1cccc1Cc1nnc(SCC(=O)Nc2ccc3c(c2)OCCO3)n1CCc1ccccc1	x	-4.0%	-9.4%	-22.1%	u	-3.3%	1.1%	-1.8%	-16.8%
Cc1ccc(C(=O)OCn2nnc3ccccc3c2=O)cc1[N+](=O)[O-]	1.8	-5.1%	-0.3%	-10.4%	6.7%	0.5%	u	1.0%	-13.4%
CC12CCCCC1c1ccccc1C(=NCC(=O)O)N2 (stereo not drawn)	-4.7	-1.2%	-4.8%	-6.7%	0.1%	0.4%	-1.6%	i	-6.1%
Cc1nc2ccc(NC(=O)COc3ccccc3[N+](=O)[O-])cc2s1	-4.3	-7.8%	-6.3%	-7.2%	u	-16.4%	-3.7%	-4.5%	-4.8%
CCOc1cc(CNCc2ccncc2)cc(Cl)c1OC	38.0	1.8%	-20.3%	-17.0%	-7.1%	24.9%	13.0%	0.0%	-2.0%
NC(=O)CCCCC(=O)OCCCc1cccs1	0.4	-10.6%	u	u	-12.0%	u	-4.1%	-10.4%	-7.5%
Cc1[nH]c(=O)[nH]c(=O)c1NC(=O)c1sc2nc3c(C)cccc3cc2c1N	3.3	4.3%	u	-13.1%	-0.4%	u	-3.9%	-3.3%	-2.3%
O=C(Nc1nnc(CCN2CCCCC2)s1)c1ccc(Br)cc1	11.2	-2.3%	-15.2%	-6.8%	178.7%[activator]	24.6%	-5.6%	-6.3%	-4.7%
O=C(CCc1ccccc1)Nc1cc2c(cc1C(=O)O)OCCCO2	4.5	x	-2.4%	-8.8%	75.2%[activator]	x	7.1%	-0.8%	x
O=C(NCC(c1ccc2c(c1)OCO2)N1CCOCC1)c1cccc(Cl)c1 (stereo not drawn)	-16.0	-3.1%	-22.8%	-3.6%[60.1 µM]	5.3%	-21.5%	x	-3.2%	-17.8%
CC(=O)NCCn1c(SCc2ccccc2F)nc2ccccc2c1=O	-7.8	-1.4%	-23.6%	-11.1%	-5.8%	20.8%	15.7%	-7.9%	-10.8%
COc1ccc(NC(=O)C2CCCN(S(=O)(=O)c3cccc4cccnc34)C2)cc1 (stereo not drawn)	-29.5	-1.0%	-7.2%	23.2%	0.0%	1.0%	-4.2%	-7.0%	-16.2%
Cc1ccc(-n2nnnc2-c2cnn(-c3ccc(F)cc3)c2C(F)(F)F)cc1	-3.9	6.1%	-15.1%	-11.7%	4.7%	22.4%	5.1%	-6.0%	9.4%

In a second layout: entries from further up
Value order – RXFP1 antagonist	BLM helicase inh	POLH inh	Pol kappa inh	Pol iota inh	POLB inh	APEX1 inh	Tb PGK inh	Apoferritin bind
COc1ccc(NC(=O)C2CCCN(S(=O)(=O)c3cccc4cccnc34)C2)cc1 (stereo not drawn)
    -29.5	-1.0%	-7.2%	23.2%	0.0%	1.0%	-4.2%	-7.0%	-16.2%
Cc1ccc(-n2nnnc2-c2cnn(-c3ccc(F)cc3)c2C(F)(F)F)cc1
    -3.9	6.1%	-15.1%	-11.7%	4.7%	22.4%	5.1%	-6.0%	9.4%

Assay outcomes as filed in PubChem.

A portion of the library; rates above refer to the full screens.
